D1 ag: human D1 receptor agonism | AID 504660 | activation, % at 2 µM | HEK293 T-REx D1 cells, calcium flux, agonist mode | P21728 | 360,000 compounds, 1% hits; also: 0% is about no effect
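Inducible HEK293 T-REx D1 cells, force-coupled to calcium signalling, were plated at 4000 cells/well with tetracycline and held overnight at 30 C. After no-wash calcium dye loading, compound-evoked calcium rise over 180 s flagged agonists.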
D2 potentiator: positively modulates the human D2 dopamine receptor allosterically | HEK293 T-REx D2, calcium flux, EC20 dopamine potentiation | potentiation, % at 10 µM | 340,000 compounds, 0.34% hits | AID 485347;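 active = potentiation over 3 SD above the plate norm, cut at about 30% in these data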; also: 0% is about no effect
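Potentiation of an EC20 dopamine calcium response measured kinetically over 180 s, after a preceding 180 s compound-only read flagging agonists. Cells: inducible Hek293 Trex D2 line, 4000/well, cultured overnight at 30 C before dye loading.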
RXFP1 antagonist: blocks the human relaxin receptor RXFP1 | HEK293-RXFP1, relaxin-stimulated cAMP HTRF, 30 min; active compounds read low | activity change, negative = inhibition, % at 57.5 µM | 350,000 compounds, 0.59% hits | AID 1259400;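 active = activity change of -60% or lower, but not beyond a set lower limit; inconclusive = change between -60% and -40%, or beyond the set limit; inactive = change above -40%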; also: % is scaled to controls: 0 for no effect and ±100 for the full control effect
Target sequence (Q9HBX9 whole entry, looked up): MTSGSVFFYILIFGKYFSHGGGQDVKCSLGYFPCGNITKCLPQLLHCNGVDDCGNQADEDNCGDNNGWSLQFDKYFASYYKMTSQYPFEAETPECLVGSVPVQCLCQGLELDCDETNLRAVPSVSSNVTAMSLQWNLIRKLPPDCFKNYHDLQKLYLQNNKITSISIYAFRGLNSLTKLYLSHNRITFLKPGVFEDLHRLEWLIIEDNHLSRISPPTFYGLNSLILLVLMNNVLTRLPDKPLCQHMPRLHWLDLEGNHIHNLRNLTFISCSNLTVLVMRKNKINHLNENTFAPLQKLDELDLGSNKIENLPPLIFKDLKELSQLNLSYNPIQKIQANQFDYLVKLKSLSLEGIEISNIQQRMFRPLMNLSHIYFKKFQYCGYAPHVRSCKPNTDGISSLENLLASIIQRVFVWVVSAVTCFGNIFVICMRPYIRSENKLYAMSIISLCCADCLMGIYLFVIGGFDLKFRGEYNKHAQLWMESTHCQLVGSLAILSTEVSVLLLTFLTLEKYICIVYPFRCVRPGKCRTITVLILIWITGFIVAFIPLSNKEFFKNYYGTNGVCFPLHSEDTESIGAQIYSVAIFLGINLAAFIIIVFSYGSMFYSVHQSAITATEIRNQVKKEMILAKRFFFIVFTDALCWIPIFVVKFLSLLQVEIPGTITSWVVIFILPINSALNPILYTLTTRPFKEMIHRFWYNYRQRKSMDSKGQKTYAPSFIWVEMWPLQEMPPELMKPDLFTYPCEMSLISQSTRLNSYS
D1 antagonist: human D1 dopamine receptor antagonism; P21728; HEK293 TREx D1 cells, calcium flux, dopamine EC80; active compounds read low; activity change, negative = inhibition, % at 10 µM; 360,000 compounds, 3.2% hits; AID 504652; in the data active = activity change below about -30%; also: % is scaled to controls: 0 for no effect and ±100 for the full control effect
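Tetracycline-induced HEK293 T-REx cells with force-coupled D1 receptor were loaded with a no-wash calcium dye. Compound was added after a 10 s baseline and read kinetically for 180 s; EC80 dopamine was then added and calcium flux followed another 180 s.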
TRHR ag: agonists of human TRH receptor; P34981; TRHR cells, calcium flux fluo-8, FDSS agonist mode; activation, % at 2 µM; 360,000 compounds, 0.18% hits; AID 493084; also: 0% is about no effect
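Agonist-mode FDSS calcium read (Ex 480/Em 530, 1 s cycles) in 1536-well TRHR cells with fluo-8 dye, after 10-cycle baseline and 23 nL compound addition; TRH at EC20 (10 nM final) added afterwards for the enhancer phase.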
D1 potentiator: human D1 dopamine receptor positive modulation | HEK293 TREx D1 cells, calcium flux, dopamine EC20 potentiation | 360,000 compounds, 0.036% hits | potentiation, % at 10 µM | P21728 | AID 504651; in the data active = potentiation above about 30%; also: 0% is about no effect
TRHR PAM: allosterically enhances the human TRH receptor; P34981; TRHR cells, fluo-8 calcium fluorescence, EC20 TRH enhancement; enhancement, % at 2 µM; 360,000 compounds, 0.66% hits; AID 493056; in the data active = enhancement above about 30%; also: 0% is about no effect
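TRHR-expressing cells loaded with fluo-8 calcium dye were read kinetically (ex 480/em 530) during compound addition, then stimulated with an EC20 of TRH (10 nM final). Enhancement of the Gq-mediated intracellular calcium response was scored.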
D2 agonist: D2 dopamine receptor (human) agonism; P14416; HEK293 T-REx D2 cells, calcium flux agonist mode; activation, % at 2 µM; 340,000 compounds, 0.53% hits; AID 485358;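 active = activation over 3 SD above normal in the single-dose calcium agonist read, cut at about 30% in these data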; also: 0% is about no effect
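In this primary screen, compounds producing a positive calcium signal within 180 s of addition to tetracycline-induced, force-coupled HEK293 Trex D2 cells are flagged; cells are dye-loaded with a no-wash calcium kit beforehand.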
D2 antagonist: antagonizes the human D2 dopamine receptor; HEK293 TREx D2 cells, calcium flux, dopamine EC80; inhibition, % at 10 µM; 340,000 compounds, 2% hits; in the data active = inhibition above about 30%; also: 0% is about no effect
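Antagonism is scored as inhibition of an EC80 dopamine-evoked calcium signal in a force-coupled, tetracycline-inducible HEK293 T-REx D2 line, with compound present 180 s before agonist.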
Starred values were filed as active, the others as inactive; ? = inconclusive; nt = no result given. Rule as the data show it, unless noted: active = activation above about 30%; inactive = the rest.

Compound	TRHR ag	TRHR PAM	D2 potentiator	D1 ag	RXFP1 antagonist	D2 agonist	D1 antagonist	D1 potentiator	D2 antagonist
N#C/C(=C(/O)COC(=O)CSc1ccc(Cl)cc1)c1nc2ccccc2[nH]1	0.9	-5	13	3	-11	-0.3	-1	-4	9
Cc1ccccc1C(=O)NC1CCN(Cc2nnnn2C(C)(C)C)CC1	0.8	5	12	0	-2	0.0	-4	-6	11
CCOC(=O)NC(=O)CSc1nc(-c2ccc(C)c(C)c2)cn1-c1ccccc1	-1.0	0	9	3	-9	-1.1	-8	1	8
COc1cc(/C=C/c2nc3ccccc3c(=O)[nH]2)ccc1OC(F)F	0.2	3	5	2	0	-0.9	-13	1	6
CCCN(C(=O)Cc1csc(-c2ccccc2)n1)C1CCS(=O)(=O)C1 (stereo not drawn)	-0.1	4	4	5	-9	0.7	0	nt	-30
O=C(CCC(=O)OCC(=O)c1ccc(-c2ccccc2)cc1)Nc1cccc(Cl)c1	-2.3	-4	-4	2	-1	-0.4	-17	-6	-11
Cc1nn(C(C)C(=O)NCc2ccc(Cl)cc2)c(=O)c2cc3occc3n12 (stereo not drawn)	-0.3	17	-12	0	34	-0.5	-15	-3	-13
O=C(NCCN1CCOCC1)c1sc2ccccc2c1Cl	2.4	-3	-7	1	6	0.4	-1	-4	-25
O=C(Cn1cc(CN(Cc2ccccc2)Cc2ccccc2)nn1)Nc1cc(C(F)(F)F)ccc1Cl	-1.5	0	nt	6	nt	nt	-21	-3	nt
COCc1cc(C)nc(OCC(=O)N/N=C/c2ccc(-c3cccc([N+](=O)[O-])c3)o2)c1C#N	-0.1	7	3	2	nt	-0.7	-11	-4	-1
Oc1ccc(C[C@@H]2CNCCN2CCc2cc(C(F)(F)F)cc(C(F)(F)F)c2)cc1	1.7	0	9	40*	nt	2.9	13	-2	6
COc1ccc(C(=O)NNC(=O)CN2CCC(n3nnc4cc(C(F)(F)F)ccc43)CC2)cc1	0.1	-2	-9	27	-4	-1.9	-18	-2	-8
Cc1cc(C)c(S(=O)(=O)Nc2ccccn2)c(C)c1	0.0	1	nt	3	2	nt	7	-4	nt
O=C(CCCC(=O)OCC(Cl)=C(Cl)Cl)Nc1ccc(F)cc1	-0.6	4	1	3	-8	-0.5	-21	-2	7
Nc1nc2c(ncn2[C@H]2C[C@H](O)[C@@H](CO)O2)c(=O)[nH]1	-1.2	11	7	1	nt	1.1	-30*	-5	-4
O=C(CSCc1ccccc1)Nc1ccc(S(=O)(=O)Nc2ncccn2)cc1	0.3	2	nt	3	-5	nt	-1	-6	nt
CCCCOc1ccc(C2C(C(=O)c3cccs3)=C(O)C(=O)N2CCN2CCOCC2)cc1 (stereo not drawn)	0.4	-6	18	0	5	-3.4	-4	3	25
CCN1C(=O)C(O)(CC(=O)/C=C/C=C/c2ccccc2)c2ccccc21 (stereo not drawn)	-0.5	-4	2	4	-6	-0.1	2	-4	12
CN(C)CCNc1nc2c(c(=O)[nH]c(=O)n2C)n1CC(O)COc1ccc(Cl)cc1 (stereo not drawn)	-0.8	19	-3	3	-9	0.7	-12	0	2
Cc1cc(C)c2c(N)c(C(=O)C(C)(C)C)sc2n1	-0.1	4	nt	5	-11	nt	9	-4	nt
CC1CCN(C(=O)COC(=O)CNC(=O)c2ccccc2F)CC1	1.5	-1	-20	6	-6	0.2	2	3	-3
CCOC(=O)Cn1c(C(=O)OCC)cc2sccc21	-1.9	13	0	2	0	-1.2	-30*	-6	10
C=CCN1C(=O)CS/C1=N/c1nccs1	0.3	0	-27	-3	3	-0.8	-12	-4	11
COc1cccc(COC(=O)C2CCN(S(=O)(=O)c3ccc(Cl)cc3)CC2)c1OC	1.6	-9	-2	21	-1	0.8	-33*	-4	1
CCCCn1c(N)c(N(C)C(=O)c2ccc(Br)o2)c(=O)[nH]c1=O	0.4	6	17	3	-1	0.8	7	7	-20
CC(=O)OCc1nc2sc3c(c2c(=O)[nH]1)CCCC3	-0.4	-5	-7	-1	-4	0.3	-27	-9	-9
CCCn1nc(C(=O)OCC(=O)c2c(N)n(C)c(=O)n(C)c2=O)c2ccccc2c1=O	1.0	-2	-6	-1	-15	0.1	0	-6	10
O=C(c1ccc2c(c1)N(Cc1c(F)cccc1Cl)C(=O)c1ccccc1S2)N1CCOCC1	-1.4	-9	nt	-1	nt	-1.1	25	2	nt
O=C(CSc1nc2ccc([N+](=O)[O-])cc2[nH]1)c1ccc2ccccc2c1	1.2	8	-6	3	-19	-0.7	1	-4	-29
CCCc1nc2ccccc2c(=O)n1NC(=O)c1c(O)c2cccc3c2n(c1=O)CCC3	-2.6	14	14	0	-7	0.4	7	1	-24

Record cards, as listed above. Order of screens: TRHR ag, TRHR PAM, D2 potentiator, D1 ag, RXFP1 antagonist, D2 agonist, D1 antagonist, D1 potentiator, D2 antagonist
`CCOC(=O)NC(=O)CSc1nc(-c2ccc(C)c(C)c2)cn1-c1ccccc1` as listed: -1.0, 0, 9, 3, -9, -1.1, -8, 1, 8
`COc1cccc(COC(=O)C2CCN(S(=O)(=O)c3ccc(Cl)cc3)CC2)c1OC` as listed: 1.6, -9, -2, 21, -1, 0.8, -33*, -4, 1
`O=C(CCC(=O)OCC(=O)c1ccc(-c2ccccc2)cc1)Nc1cccc(Cl)c1` as listed: -2.3, -4, -4, 2, -1, -0.4, -17, -6, -11
`CC(=O)OCc1nc2sc3c(c2c(=O)[nH]1)CCCC3` as listed: -0.4, -5, -7, -1, -4, 0.3, -27, -9, -9

Continuation.
Compound	TRHR ag	TRHR PAM	D2 potentiator	D1 ag	RXFP1 antagonist	D2 agonist	D1 antagonist	D1 potentiator	D2 antagonist
Cc1ccc(NC(=O)c2sc(=S)n(-c3cc(C)ccc3F)c2N)cc1	-0.4	-9	nt	0	-11	1.5	0	-3	0
COc1ccc(C(CNC(=O)c2ccc(NS(=O)(=O)c3ccccc3)cc2)N2CCOCC2)cc1 (stereo not drawn)	0.2	1	7	2	11	0.7	2	-4	-5
CCc1nc2nc(C)c(NS(=O)(=O)c3ccc(Br)s3)c(=O)n2[nH]1	-1.7	-4	31*	-2	4	-0.6	26	12	-30
COc1ccc(N2C(=O)CC(N3CCC(C(N)=O)CC3)C2=O)cc1 (stereo not drawn)	0.2	1	-5	2	7	0.3	4	-8	6
COc1ccc(CC(=O)Nc2c(C(=O)N3CCN(c4ncccn4)CC3)oc3ccccc23)cc1	3.3	-6	10	0	4	-0.3	56	7	-1
CCN1C(=O)c2cccc3c(S(=O)(=O)NCCc4c[nH]c5ccccc45)ccc1c23	-0.3	-7	-3	7	-8	-1.3	-2	2	13
O=S(=O)(Nc1ccc(N2CCCCC2)cc1)c1cccc2cccnc12	0.1	30	-15	5	-10	-0.1	-6	-9	-1
Cc1ccc(C(=O)O)cc1S(=O)(=O)N1CCCC1	0.3	4	-1	1	2	-0.2	-10	-5	-7
Cc1c(-c2nc(-c3ccc4c(c3)OCO4)no2)nnn1-c1ccc(Br)cc1F	0.1	3	-1	2	9	0.1	-8	-3	nt
CCN1CCN(CC(O)COc2ccc(C(C)=O)cc2)CC1 (stereo not drawn)	-0.2	-2	-5	4	nt	0.1	-5	-1	-23
CCc1n[nH]c(=S)n1/N=C/c1ccc(NC(C)=O)cc1	0.0	1	11	3	-2	0.0	-3	-6	-2
CC(C)CCOc1ccccc1Cn1c(=O)sc2ccccc21	-1.0	1	5	35*	?	-1.3	14	-4	nt
Cc1c(CC(=O)N2CCN(C(=O)C3COc4ccccc4O3)CC2)c(=O)oc2c(C)c(O)ccc12 (stereo not drawn)	-0.4	-1	6	3	8	0.1	-16	2	-13
Cc1ccc(S(=O)(=O)N2CCCC(C(=O)O)C2)s1 (stereo not drawn)	0.8	1	8	3	nt	0.8	-14	-5	4
Cc1ccnc2nc(C(=O)OCC(=O)NC3CCCC(C)C3C)nn12 (stereo not drawn)	0.8	3	15	2	9	0.4	14	-1	12
O=C(c1cccs1)c1cn(CCOc2ccc(Cl)cc2)c2ccccc12	-0.7	-1	6	-2	5	nt	-2	-6	nt
NC(=O)C1CCN(C(=O)CN(c2cccc(Cl)c2)S(=O)(=O)c2ccccc2)CC1	-0.3	18	-13	2	-3	0.6	14	0	11
CC(=O)Nc1ccc(C(=O)NCC(=O)OCc2c(F)cccc2Cl)cc1	2.2	3	nt	16	6	nt	0	1	nt
COc1ccc(/C=C/C(=O)Nc2nc(-c3cccs3)ns2)cc1	0.2	-1	5	2	-15	2.4	9	-1	nt
O=C(Nc1ccc2nc(SCC(=O)N3CCOCC3)sc2c1)c1cccc(F)c1	0.1	5	-10	0	-86*	1.5	6	0	nt
Cc1cc(Cl)c(S(=O)(=O)Nc2cc(S(=O)(=O)N3CCOCC3)ccc2F)cc1OCC(N)=O	-0.5	-1	3	1	-7	-0.3	0	-6	9
Cc1nc(-c2ccccn2)nc(SCC(=O)N2CCOCC2)c1Cl	-1.1	1	2	0	1	-1.1	4	-2	-8
O=C(/C=C/c1ccco1)NC1CCCC1	0.9	-6	12	1	-6	-0.2	-6	-4	8
O=C(COC(=O)/C=C/c1cccc(F)c1)Nc1ccccc1-c1ccccc1	1.2	0	-6	21	-6	1.6	-8	-5	13
O=C(N/N=C1\C2CN3CCN(C2)CC1(c1ccccc1)C3)Nc1ccccc1	1.2	-2	1	0	-8	0.6	2	0	11
NC(=O)c1ccc(NC(=O)CCN2C(=O)c3ccccc3C2=O)cc1	-1.5	-4	-2	2	-9	0.1	12	-2	18
CCOC(=O)/C(=N\Nc1cc(Cl)ccc1Cl)N1CCOCC1	-1.0	15	-4	4	10	-0.3	8	3	-3
C#CCn1c(O)c(N=NC(=O)CNC(=O)/C=C/c2ccccc2)c2ccccc21	-0.8	1	nt	1	0	nt	-1	7	nt
CS(=O)(=O)NCCSCc1ccc(Cl)cc1	-0.9	4	12	15	5	-1.0	-10	3	1
COc1ccc(C(CC(=O)N2CCN(C)CC2)NC(=O)C(F)(F)F)cc1 (stereo not drawn)	-0.5	18	6	5	6	0.1	5	-6	-11
COc1ccc(C2(C(=O)NCCCN(C)C)CCOCC2)cc1	0.6	0	-3	-2	nt	1.3	-8	6	-6
N#CC1=C(N)OC2=C(CC/C2=C\c2ccccc2Cl)C1c1ccccc1Cl (stereo not drawn)	12	16	3	35*	-25	9.5	1	-6	4
CC(=O)Nc1ccc(-c2ccc3nnc(C)n3n2)cc1	3.4	1	6	0	4	0.2	-5	-11	5
O=C(NCc1ccc2c(c1)OCO2)c1ccc2c(c1)N(Cc1cccc(Cl)c1)C(=O)c1ccccc1S2=O (stereo not drawn)	0.3	-1	nt	4	0	1.4	-1	6	nt

Source: PubChem BioAssay
